Screens from PubChem BioAssay.
CR mimetic SO: caloric restriction mimetics inhibiting age-related superoxide in yeast; S. cerevisiae aged cells, superoxide DHE fluorescence; hits give low values; superoxide response (% of plate mean), % at 10 µM; 330,000 compounds, 0.18% hits;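 active means superoxide response under a set limit, about three screen SD below normal, cut at about 65% in these data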;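 further: yeast aged for seven days with compound at 30 °C before DHE staining; 100% = average MFI of all compound-treated wells on the plate with controls excluded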
PP5 primary: inhibitors of human protein phosphatase 5 (PP5); P53041; purified PP5c, OMFP substrate fluorescence; inhibition, % at 6.7 µM; 320,000 compounds, 0.18% hits; AID 1987;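 active means inhibition above the campaign's mean inhibition across all tested compounds plus 3 SD, cut at about 9.5% in these data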;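 further: 0% = DMSO only and 100% = 100 µM cantharidin control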
Target sequence (P53041 whole entry, looked up): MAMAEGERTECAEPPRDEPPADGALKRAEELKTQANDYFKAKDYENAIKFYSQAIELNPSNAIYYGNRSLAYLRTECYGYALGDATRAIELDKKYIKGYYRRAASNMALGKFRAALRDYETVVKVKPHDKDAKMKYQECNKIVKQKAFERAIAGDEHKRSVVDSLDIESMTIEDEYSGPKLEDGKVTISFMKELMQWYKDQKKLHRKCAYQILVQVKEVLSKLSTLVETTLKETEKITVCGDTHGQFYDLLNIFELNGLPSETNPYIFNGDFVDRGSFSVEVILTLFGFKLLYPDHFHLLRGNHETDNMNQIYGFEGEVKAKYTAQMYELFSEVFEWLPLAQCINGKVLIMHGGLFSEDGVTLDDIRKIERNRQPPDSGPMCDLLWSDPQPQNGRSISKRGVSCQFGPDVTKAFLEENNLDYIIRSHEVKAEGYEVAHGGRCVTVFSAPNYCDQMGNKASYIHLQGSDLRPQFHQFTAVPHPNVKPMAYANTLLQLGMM
EBNA-1 inhibitor: blocks EBNA-1 binding to DNA; EBNA-1 DNA binding, fluorescence polarization; inhibition, % at 14.8 µM; AID 1950; 300,000 compounds, 0.34% hits; in the data active means inhibition above about 28%
ZTA DNA inh: ZTA (EBV) inhibition in EBNA-1 counter-screen | ZTA-DNA binding, fluorescence polarization | inhibition, % at 11 µM | 320,000 compounds, 0.15% hits; in the data active means inhibition above about 33%
PP1 counter: blocks human PP1-alpha phosphatase, a PP5 counter-screen; inhibition, % at 6.7 µM; 320,000 compounds, 0.9% hits; P62136; purified PP1alpha, OMFP fluorescence;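 active means inhibition above the mean inhibition of all tested compounds plus 3 SD, computed separately for each screening campaign, cut at about 15% in these data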
TPT1 inhibitor: inhibitors of Candida albicans tRNA 2'-phosphotransferase TPT1. 300,000 compounds, 0.81% hits. inhibition, % at 5 µM. recombinant caTPT1, FP RNA substrate dephosphorylation;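 active means inhibition above the mean of all tested compounds plus 3 SD, set per screening campaign, cut at about 24% in these data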;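 further: plate controls were DMSO alone for no effect and ferristatin control at 100 nM for full effect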
JMJD2C inh: blocks human GASC-1 demethylase activity; Q9H3R0; 330,000 compounds, 0.069% hits; GST-JMJD2C(1-420) H3K9me3 demethylation, DELFIA europium; AID 2099; inhibition, % at 2.35 µM;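 active means more than half of a compound's replicate wells show inhibition beyond 50%, single wells judged on their own value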;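 further: signal counts dimethyl H3K9 product captured on neutravidin plate; 0% = median of DMSO wells and 100% = 0.3 times that DMSO median; strong numbers were not always called active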
Target sequence (Q9H3R0 1-420 limits assumed): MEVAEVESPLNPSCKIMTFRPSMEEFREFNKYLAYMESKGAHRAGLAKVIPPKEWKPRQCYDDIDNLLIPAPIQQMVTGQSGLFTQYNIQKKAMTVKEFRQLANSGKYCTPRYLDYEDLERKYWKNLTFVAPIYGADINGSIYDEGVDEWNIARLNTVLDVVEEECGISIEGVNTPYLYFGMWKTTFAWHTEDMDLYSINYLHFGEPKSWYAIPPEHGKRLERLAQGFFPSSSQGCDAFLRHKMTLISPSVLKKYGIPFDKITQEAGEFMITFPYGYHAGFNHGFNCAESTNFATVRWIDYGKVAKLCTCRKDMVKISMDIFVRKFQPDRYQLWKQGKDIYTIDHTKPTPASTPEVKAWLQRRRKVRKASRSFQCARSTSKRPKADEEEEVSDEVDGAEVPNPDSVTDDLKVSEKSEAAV
HCV core dimer: blocks dimerization of HCV core protein; TR-FRET GST/Flag-core106 dimerization, 1536-well; inhibition, % at 5 µM; 300,000 compounds, 0.33% hits; AID 1899;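 active means inhibition above the mean of all tested compounds plus 3 SD, set per screening campaign, cut at about 45% in these data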
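System – GST-tagged and Flag-tagged HCV core protein residues 1-106 · Repeats – one well for each compound · Technique – TR-FRET 671 and 617 nm emission · Doses – one concentration, 5 µM, in 0.5% DMSO · Times – 4 h, 22.5 °C incubation · Also added – Eu donor and XL665 acceptor anti-tag antibodies · Measure – percent inhibition of core106 dimerization signal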
Fh CTSL1 inh: counter-screen for PFM18AAP inhibitors: inhibitors of F. hepatica cathepsin L1; recombinant F. hepatica cathepsin L1, Z-Leu-Arg-MCA fluorescence; 300,000 compounds, 0.49% hits; inhibition, % at 5.96 µM; AID 1906;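 active means inhibition above the mean of all tested compounds plus 3 SD, set per screening campaign, cut at about 17% in these data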;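 further: 0% = plate median of test compound wells and 100% = 1 µM Z-Phe-Ala-diazomethylketone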
An asterisk follows results filed as active; i = inactive; / = no result given; & = joins results of further samples.

Every second line gives: CR mimetic SO	PP5 primary	EBNA-1 inhibitor	ZTA DNA inh	PP1 counter	TPT1 inhibitor	JMJD2C inh	HCV core dimer	Fh CTSL1 inh
COc1ccc(C(=O)c2sc(Nc3ccccc3)nc2N)cc1OC
  106.7	3.4	4.7	-6.7	0.8	1.4	3.0	-4.9	3.3
CC(C)c1ccc(C(O)P(=O)(OCc2ccccc2)c2ccc(N(C)C)cc2)cc1 (stereo not drawn)
  117.8	9.7*	-9.5	-4.8	2.5	-1.1	-2.9	-1.1	0.7
COC(=O)c1cc(S(=O)(=O)NCC2CCN(CCc3ccc(OC)cc3)CC2)cn1C
  81.3	1.7	-0.5	-6.2	-1.4	-4.1	0.3	-19.1	-0.1
COC(=O)CNC(=O)CSc1nnc2cc(C)c3ccccc3n12
  96.5	1.5	6.8	5.3	-0.8	-2.7	9.9	0.9	5.8
COC(=O)c1ccc(CN2CCCC(C(=O)Nc3ccc(-c4ccn[nH]4)cc3)C2)cc1 (stereo not drawn)
  106.4	5.0	6.6	2.9	0.8	-0.1	-10.0	-2.7	-0.5
COc1ccc(Nc2nc(C)cc(C)c2C(N)=O)cc1OC
  111.3	4.8	-9.5	-17.6	1.2	0.8	3.5	-0.5	-4.0
Cc1ccc(NC(=O)CSc2nnc(CCNC(=O)OC(C)(C)C)o2)c(C)c1
  i	0.5	4.4	1.8	-0.9	-3.0	-4.0	-0.2	-0.8
COC(=O)c1c(C)[nH]c(C(=O)CC#N)c1C
  114.4	-8.2	-3.7	-17.1	0.1	-9.4	9.3	0.0	12.1
O=C(N/N=C/c1ccco1)C(O)c1ccccc1 (stereo not drawn)
  96.2	-1.4	6.5	2.9	-6.8	0.4	6.5	-0.3	-4.7
O=C(N/N=C/c1c(Cl)cccc1Cl)c1ccc(-n2cnnn2)cc1
  88.6	-2.5	/	15.8	-4.2	/	0.2	/	/
COCCn1c(SCC(=O)NC(C)c2ccc(F)cc2)nc2ccccc21 (stereo not drawn)
  95.3	3.4	6.5	-14.1	0.1	0.9	-5.7	-11.1	-1.9
Brc1ccc(-c2cn3cccnc3n2)cc1
  98.8	4.8	-3.5	-0.1	14.7	-5.5	0.0	-3.8	1.2
CCC1CCCCN1CCCNC(=O)CCCNC(=O)Cn1cnc2sc3c(c2c1=O)CCCC3 (stereo not drawn)
  93.6	-0.6	1.3	17.3	-5.5	-1.9	-1.7	-0.8	-2.3
Nc1cccc(-c2nc3cc(S(=O)(=O)c4ccc5oc(-c6cccc(N)c6)nc5c4)ccc3o2)c1
  94.8	3.0	7.4	18.3	2.7	0.8	5.4	9.3	-1.4
COc1ccc(NC(=S)NC(C)C(c2ccccc2)N2CCOCC2)cc1 (stereo not drawn)
  118.3	1.6	-12.8	9.5	-1.5	-3.1	8.9	-2.4	-0.7
COc1ccc(CN(Cc2cccn2C)S(=O)(=O)c2cccc(C(F)(F)F)c2)cc1
  102.0	-1.8	7.5	3.6	-3.7	-3.9	2.2	0.0	0.8
CC(OC(=O)c1cc(S(=O)(=O)N2CCOCC2)ccc1F)C(=O)NC1CCCC1 (stereo not drawn)
  84.3	3.6	/	-17.5	-2.1	/	/	/	/
COC(=O)c1cc(OC)c(OC)cc1NC(=S)N1CCC(C(N)=O)CC1
  88.3	3.2	3.5	-14.7	-2.2	1.0	-0.6	-4.2	-5.4
O=C(COC(=O)c1cncc(Br)c1)Nc1ccc(N2CCCCC2)cc1
  89.2	1.4	/	-22.0	4.0	/	10.6	/	/
CCc1ccc(N2C(=O)/C(=C/c3cccs3)N(CC(=O)OC)C2=S)cc1
  87.0	0.4	5.5	11.3	1.3	3.2	4.6	1.1	2.3
Cc1cc(NC(=O)CCSc2nc(-c3ccco3)cc(C(F)(F)F)n2)no1
  97.3	-0.2	10.6	0.8	-1.5	0.7	2.9	1.4	2.0
CC(NC(=O)C(c1ccccc1)c1ccccc1)C(=O)N1CCCCC1 (stereo not drawn)
  101.6	-0.9	-2.8	-4.7	0.2	-3.0	-2.4	-0.3	-1.4
COCCCn1c(=O)c2ccccc2c2ccccc2c1=O
  110.7	3.0	8.8	-5.6	-7.2	1.2	-11.7	5.9	0.6
Cc1onc(-c2ccccc2Cl)c1C(=O)N1CCN(c2ncccn2)CC1
  93.2	-0.1	6.3	5.1	-0.3	1.9	-1.0	-1.1	-1.6
O=C(Nc1cc(C(F)(F)F)ccc1N1CCCC1)c1ccc2c(c1)OCO2
  98.6	4.8	-0.4	-2.1	2.1	-3.7	-4.3	4.8	1.0
COCCOC(=O)c1[nH]c2c(c1C)C(=O)CC(c1cc(OC)c(OC)c(OC)c1)C2 (stereo not drawn)
  101.2	0.7	-4.2	3.5	-4.1	-1.2	1.6	0.3	0.8
CCC(C)c1ccc(S(=O)(=O)N2CCN(C(C)C(=O)NC3CCCC3)CC2)cc1 (stereo not drawn)
  91.3	3.2	/	-3.8	-2.7	/	8.0	/	/
COc1ccc(-c2ccc(=O)n(Cc3c(F)cccc3Cl)n2)cc1
  107.9	3.7	4.9	-25.9	3.0	-3.3	5.3	-5.5	-1.1
CCOC(=O)c1cnc2c(cnn2C)c1NCc1ccc(OC)cc1
  79.1	-1.2	1.9	-3.8	2.6	0.7	1.2	0.2	-3.3
COc1ccc(-n2ncc(C(=O)N3CCN(c4ccc(F)cc4)CC3)c2C)cc1
  85.4	0.9	-9.1	-7.0	-5.0	3.2	4.0	2.0	-2.6

Compound profiles, as listed above:
COCCOC(=O)c1[nH]c2c(c1C)C(=O)CC(c1cc(OC)c(OC)c(OC)c1)C2 (stereo not drawn) is listed as CR mimetic SO = 101.2; PP5 primary = 0.7; EBNA-1 inhibitor = -4.2; ZTA DNA inh = 3.5; PP1 counter = -4.1; TPT1 inhibitor = -1.2; JMJD2C inh = 1.6; HCV core dimer = 0.3; Fh CTSL1 inh = 0.8
CCC1CCCCN1CCCNC(=O)CCCNC(=O)Cn1cnc2sc3c(c2c1=O)CCCC3 (stereo not drawn) is listed as CR mimetic SO = 93.6; PP5 primary = -0.6; EBNA-1 inhibitor = 1.3; ZTA DNA inh = 17.3; PP1 counter = -5.5; TPT1 inhibitor = -1.9; JMJD2C inh = -1.7; HCV core dimer = -0.8; Fh CTSL1 inh = -2.3

Other compounds.
Every second line gives: CR mimetic SO	PP5 primary	EBNA-1 inhibitor	ZTA DNA inh	PP1 counter	TPT1 inhibitor	JMJD2C inh	HCV core dimer	Fh CTSL1 inh
CCOC(=O)c1c(CN(CC)CC)oc2cc(Br)c(O)cc12
  104.7	-0.4	-1.8	-7.3	6.3	-4.6	6.7	2.0	5.9
CCOc1ccc(C(C)=O)cc1CSc1nnc(-c2cccs2)n1CC1CCCO1 (stereo not drawn)
  103.6	2.5	-4.3	-1.2	0.7	-2.5	-48.6	-0.5	1.9
N=c1c(C(=O)NCC2CCCO2)cc2c(=O)n3ccccc3nc2n1Cc1ccc(Cl)cc1 (stereo not drawn)
  89.5	3.5	-26.5	-14.2	-2.4	6.1	-9.7	6.5	2.8
O=C(NCc1ccco1)C(=O)NCC1OCCCN1S(=O)(=O)c1ccc(F)cc1 (stereo not drawn)
  104.6	-0.7	3.7	-2.3	-1.1	-2.1	4.0	-8.1	1.5
Cc1nn(Cc2c(F)c(F)c(F)c(F)c2F)c(C)c1NC(=O)c1c(-c2ccccc2)nn(-c2ccccc2)c1C
  89.0	3.3	3.2	-32.4	7.2	0.8	-7.4	8.9	-0.1
Cc1c(Cl)cccc1NC(=O)Cn1cccc1
  127.2	2.1	1.0	0.6	10.5	1.2	17.5	4.7	-4.7
CSC1=NCCN1C(=O)COc1ccc2ccccc2c1
  98.7	1.5	0.4	-18.5	-3.8	-3.9	-5.1	-0.7	-3.1
Cc1cc(OCC(=O)N2CCN(c3ccccc3)CC2)c2c(C)cc(=O)oc2c1
  85.9	2.6	4.4	3.1	-2.2	-0.9	11.6	1.9	-2.2
Cc1ccccc1NC(=O)Cn1nc(C)c2ccccc2c1=O
  103.0	-0.8	2.5	15.3	-2.6	-0.9	-1.4	10.1	6.8
Cc1cc(OCC(=O)NCc2ccncc2)c2c(C)cc(=O)oc2c1
  87.7	-0.9	3.6	-10.4	-0.4	-5.2	1.9	-12.2	3.8
COc1ccc(Cl)cc1NC(=O)CN1CCN(S(=O)(=O)N2CCOCC2)CC1
  111.2	2.5	12.0	3.4	7.0	2.4	-1.0	8.1	1.8
CCCCCCCN1CCC(=O)N([C@H](CO)c2ccccc2)CC1
  99.0	0.0	-3.8	-7.9	3.6	2.9	1.0	-3.6	0.0
COC(=O)c1ccc(CSc2nc3cc(Cl)ccc3s2)o1
  102.1	-0.9	-3.2	-12.4	0.1	-6.6	17.8	-0.3	0.4
Cc1cc(Oc2ccccc2)nc(OCC#N)n1
  114.2	0.9	0.8	0.0	-3.1	-2.6	-1.3	-1.3	-0.9
NC(=O)CCN1CCN(S(=O)(=O)/C=C/c2ccccc2)CC1
  92.5	1.5	-1.2	1.5	-0.7	2.1	6.1	0.9	-4.0
NC(=O)c1ccc(NC(=O)CS(=O)(=O)c2cn(CC(=O)N3CCCC3)c3ccccc23)cc1
  97.2	3.0	2.6	-12.1	-3.7	-4.6	-2.7	-19.9	-7.0
C=CCn1c(SCC(=O)c2ccc(Br)cc2)nnc1C(C)NC(=O)Cc1ccc(OC)cc1 (stereo not drawn)
  93.5	3.9	-5.5	-14.9	-8.8	-2.6	-1.9	-2.4	0.8
O=C(CCNC(=O)C1CCN(S(=O)(=O)c2ccccc2)CC1)Nc1cccc(C(F)(F)F)c1
  112.3	5.5	5.1	-1.3	-0.1	0.7	2.4	0.7	5.4
COC(=O)C1=C(C)N(CC(C)C)C(=O)C1
  115.9	1.5	0.4	-11.6	-1.4	-5.2	0.2	4.1	4.9
CN1CCN(c2ccc([N+](=O)[O-])cc2C(=O)N2CCOCC2)CC1
  101.0	-2.1	12.6	10.9	-5.6	2.6	36.2	-3.0	0.1
Cc1cccc(/C=C2\CCC(=C3SCCCS3)C2=O)c1
  103.0	2.7	-8.7	0.5	-1.1	1.7	7.5	19.2	2.6
CCc1nnc(NC(=O)c2ccc(S(=O)(=O)N3CCCC3)cc2)s1
  94.5	-0.4	2.1	-11.9	2.0	0.0	-15.2	-4.1	1.1
CCC(=O)NC(=S)Nc1cccc(NC(=O)c2ccco2)c1
  97.3	3.4	-12.0	1.1	3.5	-2.5	-18.5	-2.5	-1.3
CCSc1nc2ccccc2n1CC(N)=O
  121.5	1.2	-3.2	1.9	-1.6	-5.6	-11.5	0.6	-1.1
CCc1c(C)c(C#N)c2nc3ccccc3n2c1NCCN(C)C
  93.2	0.3	13.3	1.0	-2.5	-1.4	9.2&6.4	-7.6	-0.5
O=C(c1ccco1)c1cn(CC(=O)N2CCCCC2)c2ccccc12
  99.7	0.1	7.5	11.4	1.3	2.2	10.2	-4.3	5.4
Cc1ccc2nc(NC(=O)CCCC(=O)O)sc2c1
  103.6	2.1	1.6	5.3	-4.3	-3.5	3.1	-1.9	-0.6
COc1cc(OC)cc(C(=O)OCC(=O)NCc2ccco2)c1
  101.8	1.4	/	4.3	-4.8	/	5.9	/	/
O=C1CNC(=S)N1Cc1ccccc1
  96.3	1.1	-9.4	3.8	-2.0	-4.7	-9.6	2.0	1.6

Ordered by the number under EBNA-1 inhibitor (ascending): 3 from the list above.
| smiles | PP5 primary | EBNA-1 inhibitor | TPT1 inhibitor | JMJD2C inh | HCV core dimer |
| --- | --- | --- | --- | --- | --- |
| COC(=O)C1=C(C)N(CC(C)C)C(=O)C1 | 1.5 | 0.4 | -5.2 | 0.2 | 4.1 |
| O=C(NCc1ccco1)C(=O)NCC1OCCCN1S(=O)(=O)c1ccc(F)cc1 (stereo not drawn) | -0.7 | 3.7 | -2.1 | 4.0 | -8.1 |
| CCc1c(C)c(C#N)c2nc3ccccc3n2c1NCCN(C)C | 0.3 | 13.3 | -1.4 | 9.2&6.4 | -7.6 |
